zfTRPN1 agonist = agonists of zebrafish TRPN1 channel; HEK293 zebrafish TRPN1-YFP, Fluo-8 calcium fluorescence; 100% = response to 87 µM carbachol; activation, % at 3 µM; hit rate 0.18% among 220,000; AID 1424;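 active means activation above its plate's cutoff, the mean activation of test wells on that plate plus 3 SD, cut at about 19% in these data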;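 further: 0% = DMSO alone and 100% = 87 µM carbachol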
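Material: zebrafish TRPN1-YFP in HEK293 cells. Doses: one dose of 3 µM, 0.3% DMSO. Incubation: dye 1 h 37 °C plus 30 min RT. Measured by: intracellular calcium fluorescence with Fluo-8.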
Cl transport mod = modulates chloride dependent transport by human KCC2; Q9H2X9; KCC2 cells, thallium flux FluoZin-2 fluorescence; B-score of Tl+ flux slope (higher = more flux/activation; lower = inhibition) at 10 µM; hit rate 2.2% among 190,000; AID 1456;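 active means thallium flux slope and its plate-corrected score both differing from the plate sample mean at a set confidence after two filtering rounds, in either direction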;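 further: slope of fluorescence scaled to starting intensity during 10 to 20 s after thallium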
Calpain2 inh = calpain II (pig) inhibition; purified calpain II, fluorogenic peptide substrate, 30 min; inhibition, % at 16 µM; hit rate 0.37% among 220,000; AID 1236;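 active means inhibition above about 50%, limit read from the data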
Tb hexokinase = T. brucei hexokinase 1 inhibition; recombinant TbHK1, G6PDH-coupled NADH A340; inhibition, % at 10 µM; hit rate 0.11% among 220,000; AID 1430;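 active means inhibition of 50% or more in the single-dose primary screen; inactive means inhibition below 50%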
PPC-1+TRAIL kill = compounds killing PPC-1 cancer cells with TRAIL present (potentiator screen, no TRAIL-free arm). PPC-1 cells + TRAIL, ATPLite viability luminescence. cell killing (% activity), % at 4 µM. hit rate 0.41% among 220,000. AID 1443;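 active means cell killing above 50% in the first pass at 4 µM, then a duplicate retest at 5 µM averaging 50% or more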;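 further: plate controls were cells with TRAIL plus DMSO for no effect and medium-only wells lacking cells for full effect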
Thrombin inh = thrombin (human) inhibition. alpha-thrombin, Boc-VPR-AMC fluorogenic substrate cleavage. inhibition, % at 5 µM. hit rate 0.26% among 220,000;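 active means inhibition at or above 40%; inactive means inhibition below 40%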;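 further: 0% = enzyme with no compound and 100% = wells without enzyme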
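Material: human alpha-thrombin protein; Also added: Boc-VPR-AMC substrate, 15 µM final; Timing: enzyme reaction carried out at room temperature; Signal: fluorescence, ex 355 nm, em 460 nm; Measure: % inhibition of thrombin; Controls: enzyme without compound as high, wells lacking enzyme as low.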
TRPML3 ag = human mucolipin-3 channel agonism | AID 1448 | activation, % at 3 µM | Q8TDD5 | hit rate 0.29% among 220,000 | HEK293 TRPML3-YFP, Fluo-8 calcium fluorescence; 100% = the carbachol control signal;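 active means activation above its plate's cutoff, the mean activation of the plate's test wells plus 3 SD, cut at about 12% in these data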;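 further: 0% = DMSO only wells and 100% = carbachol wells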
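Material: HEK293 cells stably carrying human TRPML3-YFP; compound dosing: single dose, 3 µM final nominal compound, 0.3% DMSO final; incubation: 1-h 37 °C dye load, 5-s basal, 120-s post-compound reads; technique: Fluo-8 intracellular calcium fluorescence, excitation 470-495 nm, emission 515-575 nm; read-out basis: percent activation from peak-to-basal fluorescence ratio, scaled between DMSO and carbachol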
Furin inhibitor = human furin inhibition; P09958; purified furin, fluorogenic substrate cleavage; inhibition, % at 30 µM; hit rate 0.061% among 220,000; in the data active means inhibition above about 25%; further: inactives centre near -15
Target sequence (P09958 108-714 limits assumed): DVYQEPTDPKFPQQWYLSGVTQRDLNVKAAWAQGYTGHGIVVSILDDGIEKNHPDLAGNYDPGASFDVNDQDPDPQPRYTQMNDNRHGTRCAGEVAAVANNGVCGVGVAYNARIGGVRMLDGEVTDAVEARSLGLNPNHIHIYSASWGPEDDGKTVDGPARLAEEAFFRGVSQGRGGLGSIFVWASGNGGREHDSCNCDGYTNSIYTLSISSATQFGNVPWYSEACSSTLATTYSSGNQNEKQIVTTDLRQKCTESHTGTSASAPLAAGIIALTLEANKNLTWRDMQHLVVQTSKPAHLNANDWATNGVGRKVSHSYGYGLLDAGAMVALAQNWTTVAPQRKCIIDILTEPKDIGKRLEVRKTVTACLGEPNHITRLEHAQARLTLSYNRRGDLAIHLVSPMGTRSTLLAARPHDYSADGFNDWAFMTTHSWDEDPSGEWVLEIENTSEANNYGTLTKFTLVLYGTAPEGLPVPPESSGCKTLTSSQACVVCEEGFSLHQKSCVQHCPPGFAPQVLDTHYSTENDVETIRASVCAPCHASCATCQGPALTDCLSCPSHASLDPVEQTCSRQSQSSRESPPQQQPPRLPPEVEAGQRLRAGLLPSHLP
EBV gp42 inh = EBV gp42 inhibition; Q1HVG2; Fluorescence polarization binding assay, mP read-out; inhibition, % (tested at 21.74 µM); hit rate 0.42% among 220,000; in the data active means inhibition above about 50%
Target sequence (Q1HVG2 whole entry, looked up): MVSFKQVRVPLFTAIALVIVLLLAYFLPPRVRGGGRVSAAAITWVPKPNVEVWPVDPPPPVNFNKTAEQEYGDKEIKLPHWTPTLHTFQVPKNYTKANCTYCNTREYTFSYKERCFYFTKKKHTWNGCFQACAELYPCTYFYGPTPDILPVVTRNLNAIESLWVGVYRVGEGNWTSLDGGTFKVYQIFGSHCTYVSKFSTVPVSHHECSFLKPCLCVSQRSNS
An asterisk follows results filed as active; [ ] = another dose, or the depositor's remark. The order is random; any-hit rate near 3.6%.

Cc1cc(NC(=O)COc2ccc(Cl)cc2Cl)n(-c2ccccc2)n1 was read as zfTRPN1 agonist -0.2, Cl transport mod -0.605, Calpain2 inh 8.7, Tb hexokinase -0.5, PPC-1+TRAIL kill 12.2, Thrombin inh 3.3, TRPML3 ag 0.1, Furin inhibitor -3.1[20 µM] and EBV gp42 inh -22.4.
CN(C)S(=O)(=O)c1cccc(NC(=S)N(CCC#N)Cc2cccnc2)c1 was read as zfTRPN1 agonist 1.2, Cl transport mod 0.639, Calpain2 inh 13.8, Tb hexokinase 3.8, PPC-1+TRAIL kill 0.7, TRPML3 ag 0.8, Furin inhibitor -3.8 and EBV gp42 inh 9.5.
Screening CN(C)/C=c1\sc2c(C#N)cc(C(=O)c3ccc(Br)cc3)n2c1=O returned zfTRPN1 agonist 2.6, Cl transport mod inactive, Calpain2 inh -226.7, Tb hexokinase -0.5, PPC-1+TRAIL kill 20.5, Thrombin inh -5.9, TRPML3 ag 0.5, Furin inhibitor -26.5 and EBV gp42 inh -110.8.
Screening Cc1cc(OC2CCCCC2)nc(-c2ccccc2O)n1 returned zfTRPN1 agonist 0.6, Calpain2 inh -15.3, Tb hexokinase -1.0, PPC-1+TRAIL kill 3.2, Thrombin inh -5.8, TRPML3 ag 1.1, Furin inhibitor -3.3 and EBV gp42 inh 9.3.
For COc1ccc(NC(=O)C(NC(=O)Cc2cccs2)c2ccc(C)cc2)cc1 (stereo not drawn) the results were zfTRPN1 agonist 0.8, Cl transport mod 1.47, Calpain2 inh 17.4, Tb hexokinase 6.7, PPC-1+TRAIL kill 6.0, Thrombin inh 25.9, TRPML3 ag 0.7, Furin inhibitor -13.3 and EBV gp42 inh 8.5.
For Cc1ccc(CSCCC(=O)NCCc2ccc(Cl)cc2)cc1 the results were zfTRPN1 agonist -0.8, Cl transport mod -0.375, Calpain2 inh 12.1, Tb hexokinase -4.6, PPC-1+TRAIL kill 3.8, Thrombin inh -8.3, TRPML3 ag -0.6, Furin inhibitor -16.3 and EBV gp42 inh -15.7.
COc1ccc(C2/C=C\CN(Cc3ccc(N(C)C)cc3)CC(=O)N2Cc2ccc(F)cc2)cc1 (stereo not drawn) was read as Cl transport mod -0.645, Calpain2 inh 14.2, Tb hexokinase -12.1, PPC-1+TRAIL kill 18.9, Thrombin inh 4.3, Furin inhibitor -24.0 and EBV gp42 inh -21.0.
Screening COC(=O)NCCOc1nc(N(C)C)nc(N(C)C)n1 returned zfTRPN1 agonist -0.2, Cl transport mod 0.178, Calpain2 inh 12.8, Tb hexokinase -3.2, PPC-1+TRAIL kill 41.6, Thrombin inh -2.0, TRPML3 ag 0.1, Furin inhibitor 14.3[20 µM] and EBV gp42 inh -15.2.
Screening O=C(/C=C/c1cccs1)N1CCC2(CC1)Oc1ccc(Cl)cc1C(=O)C21CC(c2cccnc2)=NO1 (stereo not drawn) returned Cl transport mod -0.31, Calpain2 inh -43.6, Tb hexokinase -25.2, PPC-1+TRAIL kill 8.0, Thrombin inh -2.3, Furin inhibitor -24.1 and EBV gp42 inh -16.8.
`CCCC1C(C(=O)OCC)=C(C)NC(C)=C1C(=O)OCC` gave zfTRPN1 agonist -2.8, Cl transport mod -1.76, Calpain2 inh -177.5, Tb hexokinase -10.3, PPC-1+TRAIL kill 5.1, Thrombin inh -1.3, TRPML3 ag -1.9, Furin inhibitor -14.2 and EBV gp42 inh -11.6.
For Cc1cc(=O)[nH]c(N/N=C/c2ccc(N(C)C)cc2)n1 the results were zfTRPN1 agonist 1.5, Cl transport mod 0.0322, Calpain2 inh -54.0, Tb hexokinase -36.8, PPC-1+TRAIL kill 18.1, Thrombin inh 1.1, TRPML3 ag 1.0, Furin inhibitor -13.0 and EBV gp42 inh -29.8.
CCc1ccc(-c2nn[nH]n2)cc1 was read as zfTRPN1 agonist 0.6, Cl transport mod 1.09, Calpain2 inh -39.4, Tb hexokinase -1.3, PPC-1+TRAIL kill 13.3, Thrombin inh -2.1, TRPML3 ag 0.7, Furin inhibitor -17.8 and EBV gp42 inh 7.1.
`c1ccc2c(c1)ncn2CCOCCOCCn1cnc2ccccc21` gave zfTRPN1 agonist -0.8, Cl transport mod 0.302, Calpain2 inh -3.6, Tb hexokinase 1.9, PPC-1+TRAIL kill 4.1, Thrombin inh 4.0, TRPML3 ag 2.0, Furin inhibitor -12.7[20 µM] and EBV gp42 inh -17.9.
For COc1ccc(CN2CCc3ccccc3C2)c(OC)c1OC the results were zfTRPN1 agonist -1.3, Cl transport mod -0.484, Calpain2 inh -4.2, Tb hexokinase -6.2, PPC-1+TRAIL kill 21.5, Thrombin inh 1.8, TRPML3 ag 0.8, Furin inhibitor -16.9[20 µM] and EBV gp42 inh -16.1.
`O=C(CCN1CCCCC1)c1ccccc1` gave zfTRPN1 agonist -0.3, Cl transport mod -0.165, Calpain2 inh -30.0, Tb hexokinase -11.4, PPC-1+TRAIL kill 17.8, Thrombin inh 2.8, TRPML3 ag 1.6, Furin inhibitor -17.2[20 µM] and EBV gp42 inh -14.5.

Pulled one by one from above (2):
For Cc1cc(=O)[nH]c(N/N=C/c2ccc(N(C)C)cc2)n1 the results were zfTRPN1 agonist 1.5, Cl transport mod 0.0322, Calpain2 inh -54.0, Tb hexokinase -36.8, PPC-1+TRAIL kill 18.1, Thrombin inh 1.1, TRPML3 ag 1.0, Furin inhibitor -13.0 and EBV gp42 inh -29.8.
`c1ccc2c(c1)ncn2CCOCCOCCn1cnc2ccccc21` gave zfTRPN1 agonist -0.8, Cl transport mod 0.302, Calpain2 inh -3.6, Tb hexokinase 1.9, PPC-1+TRAIL kill 4.1, Thrombin inh 4.0, TRPML3 ag 2.0, Furin inhibitor -12.7[20 µM] and EBV gp42 inh -17.9.

(list continues)
For CCn1c(C2CCN(Cc3ccccc3)CC2)n[nH]c1=S the results were zfTRPN1 agonist 0.3, Cl transport mod -0.801, Calpain2 inh 15.2, Tb hexokinase 5.0, PPC-1+TRAIL kill 18.6, Thrombin inh 2.8, TRPML3 ag 1.3, Furin inhibitor -22.2 and EBV gp42 inh -6.0.
Cc1ccc(S(=O)(=O)NNC(=O)Nc2cccc3ccccc23)cc1 was read as zfTRPN1 agonist -0.7, Cl transport mod -0.734, Calpain2 inh 1.3, Tb hexokinase 28.0, PPC-1+TRAIL kill 1.3, Thrombin inh -6.8, TRPML3 ag 0.6, Furin inhibitor -6.8 and EBV gp42 inh -1.7.
Screening O=C(NCCc1ccc(Cl)cc1)C1CCN(c2ncccn2)CC1 returned zfTRPN1 agonist -0.7, Calpain2 inh -28.8, Tb hexokinase 2.5, PPC-1+TRAIL kill 4.5, Thrombin inh 0.2, TRPML3 ag 0.3, Furin inhibitor -17.3 and EBV gp42 inh 5.0.
`FC(F)Sc1ccc(Nc2ncnc3nc[nH]c23)cc1` gave zfTRPN1 agonist 1.4, Cl transport mod 0.171, Calpain2 inh -5.1, Tb hexokinase 1.6, PPC-1+TRAIL kill -1.7, Thrombin inh 2.2, TRPML3 ag 4.0, Furin inhibitor -17.2[20 µM] and EBV gp42 inh -16.3.
N#CC1=C(N)Oc2c(oc(CO)cc2=O)C12C(=O)Nc1ccc(Cl)cc12 (stereo not drawn) was read as zfTRPN1 agonist -0.3, Cl transport mod -0.0772, Calpain2 inh -10.4, Tb hexokinase -0.1, PPC-1+TRAIL kill -4.0, Thrombin inh 3.2, TRPML3 ag 1.0, Furin inhibitor -23.0 and EBV gp42 inh -17.3.
O=C(Nc1ccccc1C(=O)NCCc1ccccc1)c1ccco1 was read as zfTRPN1 agonist 0.1, Cl transport mod -0.888, Calpain2 inh 23.6, Tb hexokinase 4.6, PPC-1+TRAIL kill 6.3, Thrombin inh -2.6, TRPML3 ag -0.6, Furin inhibitor -11.3[20 µM] and EBV gp42 inh -14.6.
Cc1ccc(CNC(=O)CCc2nc3ccccc3c(=O)[nH]2)cc1 was read as zfTRPN1 agonist -0.2, Cl transport mod 0.806, Calpain2 inh 9.8, Tb hexokinase -17.1, PPC-1+TRAIL kill 4.7, Thrombin inh -13.3, TRPML3 ag -0.3, Furin inhibitor -8.4 and EBV gp42 inh -11.3.
`COc1cc2c(cc1OC)C1(Nc3c-2c(C)nn3-c2ccccc2)C(=O)Nc2ccccc21` (stereo not drawn) gave zfTRPN1 agonist 0.7, Cl transport mod 0.0275, Calpain2 inh -223.2, Tb hexokinase -24.3, PPC-1+TRAIL kill 7.8, Thrombin inh -3.0, TRPML3 ag 0.2, Furin inhibitor -11.5[20 µM] and EBV gp42 inh -10.2.
`FC(F)(F)c1cc(-c2ccccc2)nc(N2CCCCC2)n1` gave zfTRPN1 agonist -0.2, Cl transport mod -0.0779, Calpain2 inh -4.8, Tb hexokinase 6.8, PPC-1+TRAIL kill -4.0, Thrombin inh 0.6, TRPML3 ag 0.6, Furin inhibitor -23.2[20 µM] and EBV gp42 inh -19.2.
Screening COc1ccccc1C(=O)Nc1sc(C(=O)N2CCCC2)c(C)c1C#N returned zfTRPN1 agonist 0.7, Cl transport mod 2.28, Calpain2 inh 3.4, Tb hexokinase -13.0, Thrombin inh -0.4, TRPML3 ag 0.3, Furin inhibitor -25.5 and EBV gp42 inh -4.0.
`Cc1nc2ccc(S(=O)(=O)NC(C(=O)N3CCn4c3nc3ccccc34)C(C)C)cc2s1` (stereo not drawn) gave zfTRPN1 agonist 3.4, Calpain2 inh -50.4, Tb hexokinase -14.1, PPC-1+TRAIL kill -4.7, Thrombin inh 0.1, TRPML3 ag 6.5, Furin inhibitor -4.9 and EBV gp42 inh -1.9.
For Cc1noc(/C=C/c2ccco2)c1S(=O)(=O)N1CCC(C(=O)N(C)Cc2ccccc2)CC1 the results were zfTRPN1 agonist 1.6, Cl transport mod -2.35, Calpain2 inh -190.8, Tb hexokinase -18.9, PPC-1+TRAIL kill -1.3, Thrombin inh 7.3, TRPML3 ag 0.0, Furin inhibitor -3.8 and EBV gp42 inh -44.5.
Screening O=C(CSc1nnc(CNC(=O)C23CC4CC(CC(C4)C2)C3)n1-c1ccccc1)Nc1ccc(F)cc1 returned zfTRPN1 agonist -0.3, Cl transport mod -1.38, Calpain2 inh -18.1, Tb hexokinase 3.4, PPC-1+TRAIL kill 8.6, Thrombin inh -6.7, TRPML3 ag 0.3, Furin inhibitor -19.9 and EBV gp42 inh 0.3.
For COc1cccc(N(CC(=O)Nc2ccc3c(c2)OCO3)S(=O)(=O)c2ccccc2)c1 the results were zfTRPN1 agonist -2.1, Cl transport mod -0.16, Calpain2 inh -6.8, Tb hexokinase -2.9, PPC-1+TRAIL kill -2.7, Thrombin inh 3.9, TRPML3 ag -0.8, Furin inhibitor -8.3[20 µM] and EBV gp42 inh -16.4.
CC(=O)NC(Cc1ccccc1)C(=O)NC1CCN(C(=O)c2ccc([N+](=O)[O-])cc2)CC1 (stereo not drawn) was read as zfTRPN1 agonist 1.5, Cl transport mod 0.0633, Calpain2 inh -4.5, Tb hexokinase -3.1, PPC-1+TRAIL kill -7.3, Thrombin inh -5.8, TRPML3 ag 0.5, Furin inhibitor -18.7 and EBV gp42 inh -14.5.
O=C(CC(C(=O)NCc1ccccc1)c1nc2ccccc2c(=O)[nH]1)NCc1ccccc1 (stereo not drawn) was read as zfTRPN1 agonist 0.0, Calpain2 inh -1.7, Tb hexokinase -8.4, PPC-1+TRAIL kill 2.2, Thrombin inh 1.7, TRPML3 ag 0.1, Furin inhibitor -10.4 and EBV gp42 inh -10.7.

Screens as filed in PubChem BioAssay.
